Tb PYK inh – inhibitors of Trypanosoma brucei pyruvate kinase | Q57TT1 | TbPYK enzyme, Kinase-Glo Plus ATP luminescence, 45 min | Potency, µM (doses to about 76.8 µM), inactives show top-dose activity, negative = inhibition, usual class: inhibitors | 410,000 compounds, 0.12% hits | AID 624173; also: potency is read from the fitted curve at half-maximal effect; nearly all actives have a fitted effect of over 50% in size
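Luminescence from Kinase-Glo Plus, added after a 45-minute room-temperature reaction, served as the end-point read-out. The enzyme and substrate were preincubated with compound before ADP (130 uM final) initiated turnover. Concentration-effect curves came from normalized qHTS data.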
Sm TGR inh – blocks Schistosoma mansoni thioredoxin glutathione reductase | Potency, µM (series often up to 114 µM), inactives show at the top dose activity change, negative = inhibition, actives largely listed as inhibitors | purified TGR, DTNB reduction, TNB absorbance 405 nm | 360,000 compounds, 3% hits | AID 485364 | Q962Y6; also: potency is read from the fitted curve at half-maximal effect; nearly all actives have a fitted effect of over 60% in size
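Kinetic colorimetric format: TGR-catalysed, NADPH-driven DTNB reduction monitored via TNB absorbance. Enzyme dispensed at 20 nM; compound exposure 15 min at room temperature before reaction start.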
AmpC inh no detg – AmpC beta-lactamase inhibition without detergent; 330,000 compounds, 0.52% hits; P00811; Potency, µM (highest dose often 57.1 µM), for the others: at the highest dose activity change, negative = inhibition, usual class: inhibitors; AmpC nitrocefin hydrolysis, absorbance 480 nm, 0.0001% Triton;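 also: potency is read from the fitted curve at half-maximal effect; plate controls were no compound for no effect and no enzyme for full effect; nearly all actives have a fitted effect of over 20% in size; some results filed as inactive show a strong effect at the top dose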
Target sequence (P00811 whole entry, looked up): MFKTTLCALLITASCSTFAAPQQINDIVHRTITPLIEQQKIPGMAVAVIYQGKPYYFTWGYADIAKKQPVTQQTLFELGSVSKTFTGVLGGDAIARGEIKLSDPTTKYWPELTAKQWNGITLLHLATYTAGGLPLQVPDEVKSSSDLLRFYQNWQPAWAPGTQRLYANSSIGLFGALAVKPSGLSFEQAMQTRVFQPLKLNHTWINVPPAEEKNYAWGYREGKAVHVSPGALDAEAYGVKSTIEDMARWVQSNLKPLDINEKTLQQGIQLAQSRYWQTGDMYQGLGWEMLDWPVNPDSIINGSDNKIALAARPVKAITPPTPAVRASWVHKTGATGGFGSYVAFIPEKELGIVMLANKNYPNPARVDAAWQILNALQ
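AmpC (5.3 nM in the dispensed reagent) in 20 mM phosphate pH 7.0 with 0.01% (detergent screen) or 0.0001% Triton X-100 was preincubated with compounds for 15 min at room temperature. Nitrocefin was then added from an 800 uM solution, and hydrolysis was followed at 480 nm.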
LmPK inh – LmPK (Leishmania mexicana) enzyme inhibition | Q27686 | purified LmPK, Kinase-Glo ATP luminescence, 1 h | Potency, µM (highest dose often 57.5 µM), for inactives: top-dose activity change, negative = inhibition, hits mostly inhibitors | 290,000 compounds, 0.37% hits; also: potency is read from the fitted curve at half-maximal effect
Target sequence (Q27686 whole entry, looked up): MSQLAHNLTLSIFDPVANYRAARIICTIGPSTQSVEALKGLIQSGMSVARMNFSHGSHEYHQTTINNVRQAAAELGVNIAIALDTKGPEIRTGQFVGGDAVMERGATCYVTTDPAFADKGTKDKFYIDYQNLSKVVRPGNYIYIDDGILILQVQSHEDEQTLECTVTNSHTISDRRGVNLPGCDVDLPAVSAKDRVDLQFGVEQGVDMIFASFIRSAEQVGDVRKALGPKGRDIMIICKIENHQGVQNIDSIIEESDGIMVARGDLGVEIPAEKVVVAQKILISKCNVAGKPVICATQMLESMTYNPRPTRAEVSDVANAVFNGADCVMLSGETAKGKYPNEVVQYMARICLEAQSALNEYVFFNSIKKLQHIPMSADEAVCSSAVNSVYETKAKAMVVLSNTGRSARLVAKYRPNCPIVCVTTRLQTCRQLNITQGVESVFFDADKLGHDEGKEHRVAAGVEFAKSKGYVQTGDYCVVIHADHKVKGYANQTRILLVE
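qHTS format; LmPK 0.1 nM; substrates PEP 0.5 mM and ADP 0.1 mM. One-hour room-temperature incubation, then coupled luciferase luminescence; 0.5 nM enzyme wells mark activation.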
AmpC detergent – AmpC beta-lactamase inhibition with detergent present | P00811 | AmpC hydrolysis of nitrocefin, absorbance 480 nm, 0.01% Triton | Potency, µM (highest dose often 114 µM), inactives show at the highest dose activity change, negative = inhibition, hits mostly inhibitors | 370,000 compounds, 0.041% hits;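 also: potency is read from the fitted curve at half-maximal effect; 0% = no-compound wells and -100% = no-enzyme wells; nearly all actives have a fitted effect of over 25% in size; some results filed as inactive show a strong effect at the top dose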
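20 mM phosphate pH 7.0 + 0.01% (detergent screen) or 0.0001% Triton X-100; 5.3 nM AmpC reagent; cpd preinc 15 min RT; nitrocefin (800 uM stock) to start; A480 q20 s × 4 min; Activity was normalised to no-enzyme and no-compound control wells.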
HCMV inh – human cytomegalovirus inhibition; HFF cells, HCMV-luciferase reporter, 72 h; active compounds read low; activity change, negative = inhibition, % at 57.5 µM; 410,000 compounds, 4.5% hits; in the data active = activity change below about -60%; inconclusive = no clear call, values can overlap the other calls; inactive = above about -39%
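Human foreskin fibroblasts infected with luciferase-reporter HCMV at MOI 1 PFU/cell, compounds at two doses. Luciferase measured 72 h post infection; normalized to buffer-only basal and Salinomycin (10uM) controls.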
AMA1-RON2 inh – inhibitors of Plasmodium falciparum AMA1-RON2 interaction | AlphaScreen AMA1-biotinylated RON2 peptide binding | Potency, µM (doses to about 58.2 µM), for the others: top-dose activity change, negative = inhibition, usual class: inhibitors | 360,000 compounds, 0.2% hits | AID 720542;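 also: potency is read from the fitted curve at half-maximal effect; 0% = vehicle wells and -100% = peptide control; nearly all actives have a fitted effect of over 45% in size; some results filed as inactive show a strong effect at the top dose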
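AMA1 (3D7) with his tag at 25 nM final met compounds first, then biotinylated RON2 peptide at 25 nM; detection used donor plus acceptor beads, 10 µg/mL apiece, read by AlphaScreen after 30 min at room temperature.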
* hit, by the source's call; u = inconclusive; x = not tested or not shown; & = joins results of further samples; [ ] = another dose, or the depositor's remark. Unless noted, calls follow the shape of the dose curve; as a rule, active = well fitted curve in the direction sought with a large enough effect; inconclusive = small, poorly fitted or top-dose-only effect, or another doubt; inactive = no such curve, though single readings can be large; an effect the other way counts as inactive or inconclusive. Unless noted, % is scaled to controls: 0 for no effect and ±100 for the full control effect. Random draw from the library; any-hit rate near 7.4%.

canonical_smiles	HCMV inh	LmPK inh	AMA1-RON2 inh	AmpC detergent	Sm TGR inh	Tb PYK inh	AmpC inh no detg
CCC(C)c1ccc(NC(=O)Nc2cccnc2)cc1 (stereo not given)	23	-2%	10%	3%	2%	-9%	-28%
CC(=O)Nc1ccc(S(=O)(=O)NCC2CCC(C(=O)NCCCN(C)Cc3ccccc3)CC2)cc1 (stereo not given)	-2	6%	22%	3%	-2%	26%	24%
CN(C)S(=O)(=O)c1ccc(Cl)c(NC(=O)COC(=O)CCC(=O)c2cccs2)c1	14	6%	-8%	8%	-23%	-2%	-7%
Cc1c(C(=O)N/N=C/C(C)C)[nH]c2c([N+](=O)[O-])cccc12	u	-8%	87%[activator]	-7%	0%	1%	-16%
CCN1C(=O)CSC1=Nc1ccc(OC)cc1	23	4%	-9%	u	2%	-2%	-8%
O=C(CCCCn1c(=O)[nH]c2ccccc2c1=O)NCc1ccc2c(c1)OCO2	-24	-2%	-8%	2%	2.5µM*	2%	-20%
Cc1ccc(S(=O)(=O)Nc2nc3ccccc3nc2NCc2ccco2)cc1C	-6	3%	7%	u	-8%	6%	-38%
COc1cc(NC(=S)NCCCO)c(OC)cc1Cl	1	0%	-6%	-1%	u	0%	-11%
CCCNC(=O)N1CCN(S(=O)(=O)c2ccc(C)c(C)c2)CC1	-32	x	-7%	x	x	0%	x
CC(CC(=O)O)CC(=O)NNC(=O)c1cccc(Br)c1 (stereo not given)	43	-4%	31%[activator]	1%	0%	-4%	-5%
NS(=O)(=O)c1ccc(N2CCOCC2)c(C(=O)NCc2ccc3c(c2)OCO3)c1	-19	x	17%	-15%	-5%	-2%	-11%
CC1CCCCC1NC(=O)CCCn1c(=S)[nH]c2ccccc2c1=O (stereo not given)	-23	-4%	34%[activator]	-14%	1%	-3%	-22%
COc1cc(-c2cc(C(=O)NN3CCN(C)CC3)c3ccccc3n2)cc(OC)c1OC	125	-2%	x	2%	8%	x	26%
CCCOc1ccc(C(=O)N2CCN(c3ccc(N)cc3Cl)CC2)cc1	-6	1%	-18%	0%	2%	1%	30%
CC(=O)c1cccc(N2C(=NC(=O)CCc3ccccc3)SC3CS(=O)(=O)CC32)c1 (stereo not given)	-9	6%	-3%	-13%	7%	1%	16%

Overlap with the part before: 3 entries; new compounds follow.
canonical_smiles	HCMV inh	LmPK inh	AMA1-RON2 inh	AmpC detergent	Sm TGR inh	Tb PYK inh	AmpC inh no detg
COc1cc(-c2cc(C(=O)NN3CCN(C)CC3)c3ccccc3n2)cc(OC)c1OC	125	-2%	x	2%	8%	x	26%
CCCOc1ccc(C(=O)N2CCN(c3ccc(N)cc3Cl)CC2)cc1	-6	1%	-18%	0%	2%	1%	30%
CC(=O)c1cccc(N2C(=NC(=O)CCc3ccccc3)SC3CS(=O)(=O)CC32)c1 (stereo not given)	-9	6%	-3%	-13%	7%	1%	16%
O=C(Nc1ccccc1N1CCN(C(=O)c2ccccc2)CC1)c1ccc(Br)o1	-5	2%	0%	2%	-10%	32%	22%
CC(=O)Nc1ccc(-c2ccnc3c2CC(C)(C(=O)NCC2CC2)O3)cc1 (stereo not given)	25	x	-6%	x	x	-1%	x
O=C1C2C3C=CC(O3)C2C(=O)N1Cc1ccncc1 (stereo not given)	24	x	14%	x	x	0%	x
CC/C(=N\NC(N)=O)c1ccc(OC)c(OC)c1	76	6%	-5%	5%	11%	-1%	-1%
O=C(CN1C(=O)NC2(CCCC2)C1=O)OCCOc1ccc(Cl)cc1Cl	-33	x	2%	u	0%	2%	18%
Cc1ccc(O)c(NC(=S)NC(=O)COc2ccc(Br)cc2)c1	-98*	0%	22%	-1%	x	-1%	-47%
COc1ccc(NCc2ccc([N+](=O)[O-])s2)cc1	27	-2%	u	1%	u	-19%	-25%
COc1cccc(N2CCN(c3ccc4nnc(CCC(=O)Nc5cccc(C(C)=O)c5)n4n3)CC2)c1	-27	-3%	-7%	4%	-2%	-20%	-8%
Cc1ccc(/C=C2/C(=O)c3ccc(C(=O)O)cc3C2=O)o1	6	-9%	4%	2%	5µM*	u	-13%
CCOc1ccc(S(=O)(=O)N(CC(=O)N2CCc3ccccc32)Cc2ccco2)cc1	14	-3%	-16%	-7%	0%	-1%	-17%
Cc1ccc(S(=O)(=O)N2CCC(=O)N(CCOCc3ccc(F)cc3)CC2)cc1	9	3%	10%	u	-12%	2%	138%[activator]
CCC/C=C/c1ccc(CN2C(C(C)C)C(=O)N(Cc3cn(Cc4ccco4)nn3)CCS2(=O)=O)cc1 (stereo not given)	-4	x	20%	x	x	2%	x
O=C(Oc1ccc2c3c(c(=O)oc2c1)CCC3)c1ccccc1[N+](=O)[O-]	x	-2%	x	-3%	-4%	x	-15%
CCc1nc2c(OCc3cccc(Cl)c3)cccn2c1N(C)C(=O)Nc1ccccc1OC	-10	x	-21%	x	x	-4%	x
Cc1cc(OCC(=O)Nc2nc3c(s2)CCCC3)cc(C)c1Cl	-12	x	x	20%	-6%	1%	x
COc1ccccc1N1CCN(C(=O)c2ccc3c(c2)NC(=O)C(CSCc2ccccc2C)N3)CC1 (stereo not given)	x	15%	x	5%	u	x	-3%
COc1cc(Cn2c(=O)sc3ccccc32)ccc1OC(C)C	13	x	x	-5%	2%	0%	x
CCCN(C(=O)COC(=O)C12CCC(=O)N1c1ccccc1S2)c1c(N)n(Cc2ccccc2)c(=O)[nH]c1=O (stereo not given)	x	-2%	-4%	1%	-28%	6%	115%[activator]
CN1CCN(C(=O)/C=C/c2c(F)cccc2Cl)CC1	-36	-10%	-16%	u	-6%	-4%	-27%
NC(=O)CSc1ccc(F)cc1	u	10%	-15%	u	3%	-6%	-16%
COc1ccc(-c2cc(C(=O)Nc3ccc(C(N)=O)cc3)c3ccccc3n2)cc1	-16	0%	0%	-12%	0%	1%	-47%
CC(=O)NCCC(=O)N1CCCC(C(=O)c2ccc3c4c(cccc24)CC3)C1 (stereo not given)	-7	-2%	1%	0%	27%	-6%	171%[activator]
CCCNC(=O)c1cn(CC)c2cc(N3CCN(C)CC3)c(F)cc2c1=O	26	7%	2%	6%	3%	-5%	20%
Cc1cc(C)n2nc(C(=O)OCC(=O)Nc3ccc(F)cc3F)nc2n1	-32	x	-1%	u	-3%	-4%	-5%
O=C(COC(=O)CCNS(=O)(=O)c1ccc(Cl)cc1)NCc1ccccc1	42	x	0%	x	x	3%	x
Cc1cccc(/C(N)=N/OC(=O)N2CCOCC2)c1	-74*	u	2%	2%	17%	0%	-9%
COc1cccc(C2=NN(C(=O)c3ccco3)C(c3ccco3)C2)c1 (stereo not given)	33	1%	-3%	1%	u	-7%	-13%
CC(=O)N1C(C(=O)O)Cc2c([nH]c3ccccc23)C1(C)C (stereo not given)	19	-1%	-7%	-5%	-3%	-2%	-7%
COc1ccc(C(=O)N2CCCCC2c2cc(C(=O)NCc3ccc(F)cc3)no2)cc1 (stereo not given)	14	x	-11%	x	x	2%	x
Nc1nc2c(F)c(F)c(F)cc2s1	-2	3%	7%	1%	-9%	-9%	-23%
CC1(C)CC(=O)C(C(C2=C(O)CC(C)(C)CC2=O)c2cccc(O)c2)C(=O)C1 (stereo not given)	-20	8%	-9%	u	u	-7%	0%
COC(=O)c1ccccc1NC(=O)c1ccc2c(c1)OCCO2	45	-9%	4%	-11%	17%	1%	-28%
CCN(CCC#N)c1ccc(N2C(=O)CCCC2=O)cc1[N+](=O)[O-]	18	-8%	-6%	-6%	-6%	-5%	-9%
COc1ccc(CNS(=O)(=O)c2ccc3c(c2)N(C(C)=O)CCO3)cc1	31	-6%	0%	-9%	5%	22%	-7%
O=C(Nc1ccc(Cl)cc1)Nc1ccc(C(=O)N2CCOCC2)cc1	63	3%	1%	-9%	8%	-7%	-10%
Cc1c(NC(=O)C23CC4CC(CC(Br)(C4)C2)C3)c(=O)n(-c2ccccc2)n1C	-23	4%	-3%	-4%	-27%	0%	-10%
CCOC(=O)c1c(C)[nH]c(C)c1S(=O)(=O)N1CCCC(C(=O)NCc2ccc(C)cc2)C1 (stereo not given)	-17	x	x	11%	18%	0%	x
Cc1cc(C)nc(SCC(=O)N/N=C/C=C/c2ccccc2)n1	43	6%	29%	-12%	0%	1%	u
C[N+](C)(C)CCCCCCCCCC[N+](C)(C)C	-12	2%	-1%	-13%	-2%	1%&2%	-6%
CCOc1ccc(CNC(=O)COc2cc(=O)n(C)c3ccccc23)cc1	4	x	x	1%	0%	-1%	x
COC(=O)c1[nH]c2cc(OC)ccc2c1NC(=O)c1nonc1C	-3	1%	-6%	-3%	-27%	x	-14%
C=CCn1c(SCC(=O)NC(C)(C)C)nnc1-c1ccccc1O	-9	-1%	4%	-11%	0%	3%	-6%
COc1ccc(Cl)cc1NC(=O)Nc1cn(C)nc1C	12	7%	0%	13%	5%	7%	4%
OCc1nc2ccccc2n1C/C=C/c1ccccc1	68	-3%	51%[activator]	u	7%	-3%	15%
Cc1cc2cc(C=O)c(Cl)nc2cc1C	21	-8%	-5%	-2%	6%	5%	-1%
O=C(COc1ccc(Br)cc1)N/N=C1/SCC(=O)N1Cc1ccccc1	-27	1%	-1%	u	-11%	-6%	9%
Nc1ncccc1OCc1ccc(Cl)c(Cl)c1	-10	u	u	-4%	14%	-6%	-12%
CCOC(=O)N1CCC(Nc2c(NCCN3CCN(c4ccccc4F)CC3)c(=O)c2=O)CC1	-8&-26	10%	-16%&-6%	-12%	-24%	-7%&-4%	-12%
Cc1ccc(O)c(NC(=O)CSc2ccc(Cl)cc2)c1	-37	-1%	0%	-2%	6%	2%	-15%[2.29 µM]
CN(C(=O)CSc1nnnn1-c1ccc(O)cc1)C1CCS(=O)(=O)C1 (stereo not given)	-22	-3%	1%	-3%	1%	4%	-25%
CC1(c2nnnn2Cc2ccccc2)CCC(=O)N1CC(F)(F)F (stereo not given)	-4	x	2%	x	x	-5%	x
